IMPase cell inh = cell-permeable inhibitors of inositol monophosphatase (IMPase). inhibition (IP1 accumulation), % at 46.1 µM. CHO-M1 cells, IP1 accumulation, HTRF TR-FRET ratio. P97697. 120,000 tested, under 10 active. AID 901; active means well fitted curve in the direction sought with a large enough effect in the signal ratio, not every such curve was filed as active; inconclusive means small, poorly fitted or top-dose-only effect, or a change in a side signal; inactive means no such curve, though single readings can be large or run the other way; the % refers to the signal ratio;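 further: cells stimulated with carbachol in lithium chloride buffer; plate controls were DMSO basal wells for no effect and reference inhibitor wells for full effect; higher means more IMPase inhibition seen as more IP1 and lower FRET ratio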
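Measured: the HTRF emission ratio (665/620 nm) plus the 620 nm donor channel, each fitted to the Hill equation to give AC50. Cells were CHO-M1 given compounds up to 46 uM and a 30 min carbachol stimulation at 37C.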
PNC assembly inh = inhibitors of perinucleolar compartment assembly | 140,000 tested, 3.1% active | activity change (PNC), negative = inhibition, % at 10 µM | PC3M PTB-GFP, PNC prevalence imaging, 16 h; hits give low values;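 active means readout at or below -70, meaning at least 70% loss of cells showing the perinucleolar compartment, a nuclear body marking cancer cells; inconclusive means readout between -30 and a set limit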;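 further: plate controls were DMSO wells for no effect and camptothecin positive control wells for full effect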
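Read-out is percentage of cells bearing a perinucleolar compartment, from automated 20x imaging of fixed, Hoechst-stained PC3M PTB-GFP cells. Cells were seeded 4 h, then exposed 16 h to compound (23 nl of library stock) in duplicate plates.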
ALOX12 inhib = 12-hLO (ALOX12) enzyme inhibition; P18054; AID 1452; purified 12-hLO, xylenol orange hydroperoxide absorbance; Potency, µM (doses to about 57.1 µM), without a hit: at the highest dose activity change, negative = inhibition, most hits filed as inhibitors; 150,000 tested, 0.12% active; further: potency means the concentration at half of the fitted maximal effect; nearly all actives have a fitted effect of over 55% in size; many of its hits are not listed in these tables
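Hydroperoxide output read as Fe(III)-xylenol orange absorbance, 573-to-405 nm ratio, after 30 min reaction with 40 uM arachidonic acid. Enzyme: 150 nM purified human 12hLO, 15 min compound preincubation; 25 mM Hepes pH 7.0, room temperature.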
ALOX15B inhib = inhibitors of human 15-lipoxygenase 2 (ALOX15B); O15296; purified 15hLO-2, xylenol orange hydroperoxide absorbance; Potency, µM (titrated, usually from 57.1 µM), for the others: top-dose activity change, negative = inhibition, usual class: inhibitors; 110,000 tested, 0.56% active; AID 881; further: potency means the concentration at half of the fitted maximal effect; nearly all actives have a fitted effect of over 60% in size; many of its hits are not listed in these tables
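Screening format was qHTS against 50 nM purified 15hLO-2 in Hepes pH 7.5 with detergent. Activity follows hydroperoxide formation from 45 uM arachidonic acid, measured as 573:405 nm absorbance ratio of the ferric-xylenol orange complex.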
* = called active by the depositor; u = inconclusive; x = not tested or not shown; [ ] = dose if it differs, or a comment. Unless noted, the call rests on the fitted dose curve; in most records, active means well fitted curve in the direction sought with a large enough effect; inconclusive means small, poorly fitted or top-dose-only effect, or another doubt; inactive means no such curve, though single readings can be large; an effect the other way counts as inactive or inconclusive. Unless noted, on the % scale 0 is the no-effect control and ±100 the full control effect.

Each structure is followed by: IMPase cell inh	PNC assembly inh	ALOX12 inhib	ALOX15B inhib
- CCCC(CCC)=NNc1ccc(S(=O)(=O)Nc2ccccc2OC)cc1[N+](=O)[O-]
    x	25	-8%	x
- CCOc1ccc(NC(=O)N2CC=C(n3c(=O)[nH]c4ccccc43)CC2)cc1
    10	u	-9%	-6%
- COc1cc2cc(CN(C(=O)Nc3ccccc3)C3CCCC3)c(=O)[nH]c2cc1OC
    7	14	0%	4%
- O=C1C=CCCC1
    x	x	3%	0%
- O=C(Nc1cccnc1)c1cccc(S(=O)(=O)N2CCOCC2)c1
    -4	-9	-2%	2%
- C=C(C)C1Cc2c(C)nn(-c3ccccn3)c2C1 (stereo not drawn)
    3	u	12%	34%[activator]
- CC(=O)C1=C(C)NC(SCC(=O)c2ccc(F)cc2)=C(C#N)C1c1ccco1 (stereo not drawn)
    19	-19	-16%	-9%
- Cc1cc(NC(=O)CSc2ccc3c(c2)OCCO3)no1
    2	48	9%	-1%
- CCOc1ccc(NC(=O)c2ccc(NC(=O)c3cn4c5c(c(N6CCN(C)CC6)c(F)cc5c3=O)OCC4C)cc2)cc1 (stereo not drawn)
    x	36	-3%	x
- CNC(=O)c1csc(-c2ccccc2)n1
    1	44	-3%	17%
- COCC(=O)NC1CCN(CC(=O)Nc2ccc(OC)cc2[N+](=O)[O-])CC1
    2	-26	4%	-2%
- CCC(Sc1nc(=O)cc(N)n1-c1ccccc1)C(=O)Nc1cc(C)on1 (stereo not drawn)
    -5	15	0%	1%
- O=C(c1cccc(F)c1)N1CCN(C(=O)c2cc3ncc(Br)cn3n2)CC1
    -6	22	1%	-3%
- Cc1cc(-n2c(=O)c(C#N)cc3c(=O)n4cccc(C)c4nc32)no1
    -6	15	-6%	-12%
- COCCn1c(C(=O)N(C)C)cc2c1C[C@H]1CN(C(=O)c3ccccc3)[C@@](Cc3ccc(F)cc3)(C(=O)OC)[C@@H]21
    x	x	0%	0%
- Clc1ccc(NNc2ccnc3cc(Cl)ccc23)cc1
    -1	-14	-6%	16µM*
- O=C(CC(Nc1ccc(F)cc1)C(=O)OCC(=O)c1cccs1)c1ccccc1 (stereo not drawn)
    -5	7	-8%	x
- COc1cc(/C=C/C(=O)OCC(=O)NCC2CCCO2)ccc1OCC#N (stereo not drawn)
    x	u	-2%	x
- CCn1c(COc2ccccc2C)nnc1SCC(=O)CC(=O)Nc1ccccc1
    -6	3	-22%	9%
- CC1=C(C(=O)OCc2ccccc2)C(c2ccc(C3CCCCC3)cc2)NC(=O)N1CCCCCC(=O)O (stereo not drawn)
    x	x	-3%	25µM*

Following part
Each structure is followed by: IMPase cell inh	PNC assembly inh	ALOX12 inhib	ALOX15B inhib
- OCCN1CCN(c2ncnc3ccc(Br)cc23)CC1
    3	17	6%	-2%
- COCCNC(=O)CN1C(=O)COc2ccc(Cl)cc21
    x	32	-2%	x
- O=C(CSc1nnc(-c2ccncc2)n1-c1ccc(F)cc1)NNC(=O)c1cccc(O)c1
    7	-13	-2%	x
- COc1ccccc1CN1CCC2(CC1)CCN(C(=O)c1csnn1)CC2
    x	x	6%	0%
- O=C(Cc1cccs1)NCc1cccs1
    -15	u	-1%	1%
- Cc1cnn(-c2ccc3nnc(-c4ccc(Cl)cc4)n3n2)c1
    5	30	4%	-4%
- COc1ccc(C2(O)CCN(CCCCOc3ccccc3)CC2)cc1
    7	u	-8%	50%[activator]
- COc1ccc(C2CC(O)(C(C)(C)O)NO2)cc1 (stereo not drawn)
    1	-4	-4%	-11%
- COC(=O)c1ccccc1NC(=O)N1CCN(C/C=C/c2ccccc2)CC1
    -3[1.84 µM]	-23	-1%	11%[11.4 µM]
- O=C1CCCN1c1cccc(Br)c1
    -1	-11	-4%	x
- O=C1CC(C2CCCO2)C(=O)N1c1ccccc1 (stereo not drawn)
    0	19	4%	x
- O=C(NCc1ccco1)c1cc(C(=O)C2CC2)c[nH]1
    -2	65	2%	x
- COc1ccc(C(=O)NCCNC(=O)c2cc(OCC(F)(F)F)ccc2OCC(F)(F)F)cc1
    -5	25	-3%	18%
- CC(=O)Nc1cc(C(=O)N2CCOCC2)ccc1S(=O)(=O)c1ccc(C)cc1
    -5	50	2%	0%
- CC(=O)N(CCP(=O)(c1ccccc1)c1ccccc1)Cc1ccco1
    0	8	-6%	7%
- Cc1ccc(S(=O)(=O)N2CCC(C(=O)NC3CCCCCC3)CC2)cc1
    0	28	-5%	3%
- O=C(O)COc1ccccc1C1C2C(=O)N(c3ccc(F)cc3)C(=O)C2ON1c1ccccc1 (stereo not drawn)
    -3	59	-6%	3%
- Oc1ccccc1Oc1ncc(Br)c(N2CCOCC2)n1
    16	20	-7%	0%
- CNC(=S)N(Cc1ccc(OC)cc1)C1CC(=O)N(c2ccc(Cl)cc2)C1=O (stereo not drawn)
    5	54	1%	18%
- COc1ccc2c(c1OC)C(=O)N1N=C(c3ccccc3)CC21 (stereo not drawn)
    24[1.84 µM]	u	0%	3%[11.4 µM]

More records follow:
Each structure is followed by: IMPase cell inh	PNC assembly inh	ALOX12 inhib	ALOX15B inhib
- CC(C)OC(=O)CC(=O)CSc1nc2c(cc1C#N)CCCC2
    0	-24	-17%	-1%
- O=C(CSCCO)Nc1cccc2ccccc12
    -3	-5	2%	3%
- CCc1nnc(NC(=O)CSc2nnc(-c3ccccc3OC)n2-c2ccccc2)s1
    4	-22	1%	x
- O=C(Nc1ccc(F)cc1)c1oc2ccccc2c1NC(=O)C1CCCC1
    7	65	-5%	8%
- O=C(NNC(=O)c1ccccc1-n1cccc1)c1ccccc1
    -5	62	3%	-2%
- c1ccc2c(c1)OCC(CNc1ncnc3sccc13)O2 (stereo not drawn)
    5	-25	-2%	x
- CCSc1ncc(/C=N/Nc2ccc(F)cc2)n1C
    2	43	-19%	u
- CN(C)S(=O)(=O)c1cccc(C(=O)OCC(=O)N2c3ccccc3NC(=O)C2(C)C)c1
    1	17	-1%	5%
- CCCC(=O)Nc1ccc2oc(-c3ccc(OC)c(Br)c3)nc2c1
    -1	-15	-4%	1%
- COc1ccc(NC2=C(Cl)C(=O)N(CCc3ccccc3)C2=O)cc1
    0	u	-7%	x
- CCOC(=O)N1CCN(C(=O)CN(c2cccc(OC)c2)S(C)(=O)=O)CC1
    1	-25	9%	-4%
- O=C(CCSCCc1ccccn1)Nc1ccccn1
    -8	-15	-2%	-7%
- COc1cc(C(=O)Nc2ccc(-n3cnnn3)c(C)c2)cc(OC)c1OC
    -4	34	4%	3%
- COC(=O)C1=C(C)N(C)C(C)=C(C(=O)OC)C1c1ccc(F)c(Br)c1
    6	15	-1%	7%
- CCCN(CCC)C(=O)c1ccccc1C(=O)N(CCC)CCC
    -8	u	2%	x
- CCOC(=O)c1ccc(NC(=O)Nc2ccc3c4c(cccc24)C(=O)N3CC)cc1
    3	u	-4%	-2%
- Cc1ccnc2ccc(-c3nc4ccccc4o3)cc12
    10	24	-1%	13%
- COc1ccc(C(=O)CSc2nnc(CN3CCCCC3)n2-c2ccc(F)cc2)cc1
    x	20	1%	x
- COc1ccc(NC(=S)NCc2ccco2)cc1
    -1	-19	-5%	0%
- O=C1CCC/C(=N\NC(=O)c2ccc(COc3cccc4cccnc34)cc2)C1
    x	-29	0%	x

Other compounds:
Each structure is followed by: IMPase cell inh	PNC assembly inh	ALOX12 inhib	ALOX15B inhib
- Cc1ccc(S(=O)(=O)Cn2nnnc2C(c2ccccn2)N2CCN(c3ccccc3)CC2)cc1 (stereo not drawn)
    -1[9.22 µM]	8	-8%	-1%
- CCOC(=O)C(CC)Sc1ncnc2nc[nH]c12 (stereo not drawn)
    -7	-100*	8%	x
- Cc1cccc(OCC(=O)NC(Cc2ccccc2)C(=O)O)c1 (stereo not drawn)
    x	u	-2%	x
- CC(=O)N1CCC(=O)N(C(C)C)c2ccccc21
    2	100	6%	x
- CCCOc1ccc(C(=O)N2CCN(c3ccc(NC(=O)CC)cc3Cl)CC2)cc1
    14	-15	-4%	1%
- O=C(O)CCSCc1ccccc1F
    4	u	0%	1%
- CN(CC(=O)NC1CCCCC1)S(=O)(=O)c1ccc(Cl)cc1
    -2	-4	1%	-2%
- COC(=O)c1c(NC(=O)COC(=O)[C@@H](NS(=O)(=O)c2ccc(C)cc2)C(C)C)sc2c1CCC2
    x	-18	-2%	x
- COC(=O)c1ccc(OCC(=O)c2cccc(OC)c2)cc1
    x	-1	0%	x
- NC(=O)c1ccsc1NC(=O)c1ccc(S(=O)(=O)N2CCCc3ccccc32)cc1
    x	19	-4%	x
- Fc1ccc(NC(=S)NN2CCOCC2)cc1Cl
    x	-5	-2%	x
- Cc1ccnc(N(C(=O)c2cccs2)C(=O)c2cccs2)c1
    -1	u	-6%	-1%
- O=C(c1ccco1)N1CCN(CC2CC3C=CC2C3)CC1 (stereo not drawn)
    1	35	-6%	-1%[2.29 µM]
- CCOC(=O)C1CCCN(c2c(NCc3ccco3)c(=O)c2=O)C1 (stereo not drawn)
    7	u	-3%	-4%
- Cc1ccc(N=Cc2c(C)[nH]n(-c3nc4ccccc4[nH]3)c2=O)cc1
    x	-81*	-2%	x
- O=C(c1ccccc1)N1CCCCCC1
    x	23	-2%	x
- N#C/C(=C\c1cccc(Cl)c1)c1n[nH]c(Cn2cncn2)n1
    4	32	-3%	-4%
- Cc1ccccc1-c1nc(CS(=O)(=O)CC(=O)N(C)C2CCCCC2)c(C)o1
    0	-18	-1%	-2%
- C#C[C@]1(O)CCC2C3CCC4=CC(=O)CCC4C3CC[C@@]21C (stereo partly drawn)
    x	x	-3%	5%
- CCC(=O)NCCc1nc2cc(NC(=O)c3ccc(OC)cc3)ccc2n1C
    -2	7	1%	-5%

(listing goes on)
Each structure is followed by: IMPase cell inh	PNC assembly inh	ALOX12 inhib	ALOX15B inhib
- CC(C)c1cc(C(=O)NCc2ccco2)no1
    -1	u	1%	-4%
- COc1ccc(C2NC(=O)NC(C)=C2C(C)=O)cc1 (stereo not drawn)
    -1	12	-5%	x
- O=C(Nc1cnc2ccccn2c1=O)c1ccc(F)cc1
    -3[1.84 µM]	4	-1%	5%[11.4 µM]
- CCc1ccc(C(=O)NCC2COc3ccccc3O2)o1 (stereo not drawn)
    22	30	-3%	-16%
- CCOC(=O)c1sc(N)nc1C(C)C
    3	117	2%	16%
- CC(=O)c1ccc(OCCCC(=O)NC2CCCc3ccccc32)cc1 (stereo not drawn)
    0	-21	-2%	x
- CCOC(=O)Nc1ccccc1N1C(=O)c2ccccc2C1=O
    0	-27	-3%	-2%
- COc1ccc2[nH]c(=O)c(C(c3nnnn3C3CCCC3)N3CCN(Cc4ccc5c(c4)OCO5)CC3)cc2c1 (stereo not drawn)
    10	u	6%	26%
- Nc1c(Cl)ncnc1N1CCN(c2ncnc(Cl)c2N)CC1
    x	16	2%	x
- COC(=O)c1ccc(OCCN2C3=NCCN3c3ccccc32)cc1
    14	-24	8%	u
- CCOC(=O)NC1(C(F)(F)F)C(=O)N(Cc2ccccc2)C2=C1C(=O)CC(C)(C)C2 (stereo not drawn)
    -2	50	4%	-2%
- COCn1c(-c2cccc(Br)c2)nc2ccccc21
    6	12	-2%	0%
- Cc1cc(CC(C)C)n(-c2nc3ccccc3c(=O)n2OCC(N)=O)n1
    -5	-21	1%	-5%
- O=C(N/N=C\c1ccc(-c2ccccc2[N+](=O)[O-])o1)C1COc2cc3ccccc3cc2O1 (stereo not drawn)
    5	u	-8%	u

4 compounds out of the list, sorted by number of heavy atoms, lowest first:
Each structure is followed by: IMPase cell inh	PNC assembly inh	ALOX12 inhib	ALOX15B inhib
- CCOC(=O)c1sc(N)nc1C(C)C
    3	117	2%	16%
- CC(C)c1cc(C(=O)NCc2ccco2)no1
    -1	u	1%	-4%
- CCc1ccc(C(=O)NCC2COc3ccccc3O2)o1 (stereo not drawn)
    22	30	-3%	-16%
- Cc1cc(CC(C)C)n(-c2nc3ccccc3c(=O)n2OCC(N)=O)n1
    -5	-21	1%	-5%

Screens: PubChem, National Center for Advancing Translational Sciences (NCATS)
